Screening results (PubChem BioAssay)
TR-FRET SRC-2 ct = flags TR-FRET format artefacts in PPARgamma SRC-2 recruitment agonist screen; TR-FRET artefact counter-screen; hits give high values; TR-FRET ratio at 8 µM; actives 0.4% (n = 200,000); AID 1049; in the data active = TR-FRET ratio above about 2000; note: inactives centre near 1500
PPARg SRC2 recr = promotes SRC-2 coactivator recruitment by human PPARgamma; actives 0.34% (n = 200,000); PPARgamma LBD-SRC-2 recruitment, biochemical; activation, % at 8 µM; P37231; in the data active = activation above about 22%;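 note: 0% = vehicle and 100% = reference agonist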
STAT3 blocker = inhibitors of IL-6 induced STAT3 signaling; actives 0.89% (n = 190,000); U3A cells, IL-6 STAT3-luciferase reporter, luminescence; host cell line lacks STAT1; AID 862; inhibition, % at 5.5 µM;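 active = inhibition above the mean inhibition across all screened compounds plus 3 SD, cut at about 44% in these data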;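 note: 0% = DMSO only wells and 100% = 100 µM nifuroxazide control wells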
ROMK mod = human ROMK K+ channel modulation, primary screen; B-score at 10 µM; Tet-inducible ROMK, thallium flux fluorescence; actives lie on both sides; actives 2% (n = 130,000); AID 1918;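 active = signal ratio slope over the read window, or its plate-corrected B-score, at least 3 SD from the plate mean, either direction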;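 note: B-score of the F/F0 ratio slope over 7 to 12 s after thallium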
Target sequence (P48048 whole entry, looked up): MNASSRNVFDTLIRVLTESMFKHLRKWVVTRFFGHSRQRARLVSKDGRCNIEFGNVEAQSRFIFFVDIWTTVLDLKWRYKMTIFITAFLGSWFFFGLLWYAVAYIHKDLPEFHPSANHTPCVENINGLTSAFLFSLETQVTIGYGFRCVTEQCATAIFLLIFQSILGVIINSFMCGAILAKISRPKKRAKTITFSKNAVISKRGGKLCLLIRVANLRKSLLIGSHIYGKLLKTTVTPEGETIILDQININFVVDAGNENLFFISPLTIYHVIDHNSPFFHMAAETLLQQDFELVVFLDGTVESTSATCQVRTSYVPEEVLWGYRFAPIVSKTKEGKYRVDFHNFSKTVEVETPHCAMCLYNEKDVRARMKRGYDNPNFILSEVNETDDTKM
STAT3 act = activators of IL-6 induced STAT3 signaling | U3A cells, IL-6 STAT3-luciferase reporter, luminescence; 100% = signal with IL-6 EC80 alone | activation (% of control), % at 5.6 µM | actives 0.91% (n = 190,000);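 active = activation above the screen-wide mean of compound activation plus 3 SD, cut at about 130% in these data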;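 note: 0% = background luminescence of wells with medium and substrate only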
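system = STAT3-luciferase reporter U3A cells | reagent = IL-6 stimulus at 33 ng/mL final | timing = 1 h compound pre-exposure, 6 h IL-6 stimulation, 37 °C | measured by = luminescence | evaluation = % activation versus median of IL-6-stimulated wells | control set = IL-6-only wells as 100% reference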
PPARg SRC3 recr = agonists of human PPARgamma SRC-3 coactivator recruitment. P37231. biochemical PPARgamma/SRC-3 coactivator recruitment assay. activation, % at 8 µM. actives 0.26% (n = 200,000); in the data active = activation above about 23%;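 note: 0% = DMSO and 100% = reference agonist; some compounds past the cut are filed as inactive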
RAM inhibit = blocks the yeast RAM network | inhibition, % at 50 µM | S. cerevisiae dse1pr::URA3 reporter, 5-FOA growth OD615, 2 d; analog-sensitive cbk1-as2 kinase mutant strain | actives 1.8% (n = 190,000);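 active = inhibition above a set limit, 3 SD over mean compound inhibition, cut at about 8.4% in these data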;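 note: 0% = DMSO-only wells with no growth and 100% = 10 µM 1-NA-PP1 full growth; inhibition rescues growth on 5-FOA so higher OD means more RAM inhibition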
PPARg SRC1 recr = promotes SRC-1 coactivator recruitment by human PPARgamma; P37231; PPARgamma-SRC-1 coactivator recruitment biochemical assay; activation, % at 8 µM; actives 0.41% (n = 200,000); in the data active = activation above about 19%;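 note: 0% = DMSO and 100% = reference agonist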
TLR4 MyD88 comp = blocks binding of human TLR4 to MyD88; O00206+Q99836; HeLa CL3-4 TLR4/MyD88 BLA complementation, FRET ratio; inhibition, % at 8.4 µM; actives 0.18% (n = 200,000); in the data active = inhibition above about 25%;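 note: 0% = vehicle and 100% = reference inhibitor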
STAT1 inh = STAT1 signaling inhibition. NIH 3T3 STAT1-luciferase reporter, IFN-gamma, luminescence. inhibition, % at 5.5 µM. actives 0.35% (n = 200,000). AID 920;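 active = inhibition above a set limit, the mean inhibition across all tested compounds plus 3 SD, cut at about 34% in these data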;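 note: 0% = IFN-gamma with DMSO and 100% = IFN-gamma with 300 µM nifuroxazide; values of inactives mirror those of a sister screen read the other way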
S1P3 antag = blocks the human S1P3 receptor; Q99500; CHO S1P3 NFAT-BLA reporter, FRET fluorescence, antagonist mode; inhibition, % at 4.98 µM; actives 0.27% (n = 170,000);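 active = inhibition above the plate cutoff, the mean inhibition of test wells on that plate plus 3 SD, cut at about 28% in these data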;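 note: cells challenged with S1P at its EC80 of 0.8 µM; blue over green emission ratio from cleaved BLA substrate after 4 h stimulation; 0% = S1P-stimulated wells and 100% = unstimulated DMSO-only wells; some compounds past the cut are filed as inactive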
Target sequence (Q99500 whole entry, looked up): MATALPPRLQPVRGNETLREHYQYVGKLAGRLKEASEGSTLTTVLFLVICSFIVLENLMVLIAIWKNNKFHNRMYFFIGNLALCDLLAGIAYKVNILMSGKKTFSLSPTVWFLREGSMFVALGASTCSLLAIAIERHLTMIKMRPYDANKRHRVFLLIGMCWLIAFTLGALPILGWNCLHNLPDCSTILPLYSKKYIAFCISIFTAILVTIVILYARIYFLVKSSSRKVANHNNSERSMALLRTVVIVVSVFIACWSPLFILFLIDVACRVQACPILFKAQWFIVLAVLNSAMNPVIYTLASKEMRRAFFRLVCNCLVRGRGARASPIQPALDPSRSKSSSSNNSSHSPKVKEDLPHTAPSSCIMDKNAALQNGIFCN
Active calls of the source: *; . = no result given. Not a hit list. Share with any hit: about 5.6%.

SMILES	TR-FRET SRC-2 ct	PPARg SRC2 recr	STAT3 blocker	ROMK mod	STAT3 act	PPARg SRC3 recr	RAM inhibit	PPARg SRC1 recr	TLR4 MyD88 comp	STAT1 inh	S1P3 antag
Cc1cc(C(=O)Nc2ccc(N3CCOCC3)cc2)c2ccccc2n1	1628	1	12	0.21	96	9	1.5	1	-5	-5	6
COc1ccccc1C1=NN(C2=NN=C(N)Cc3ncnn32)C(O)(C(F)(F)F)C1 (stereo not drawn)	1694	16	10	1.1	95	5	0.5	13	-15	9	3
CCOC(=O)c1c(CS(=O)(=O)c2ccccc2)n(C)c2cc(Br)c(O)c(CN(C)C)c12	1842	13	-7	.	110	8	-0.4	6	0	11	-20
Nc1nc2c3ccccc3nc(Cc3ccccc3)n2n1	1628	15	-5	-1.5	107	10	0.5	-1	0	12	12
CCN=C(Nc1ccc2c(c1)OCO2)SC1CC(=O)N(c2ccc(OC)cc2)C1=O (stereo not drawn)	1713	2	18	.	89	10	2.0	4	1	-2	.
COc1ccc(Cn2nnnc2CN(Cc2cc3ccc(C)cc3[nH]c2=O)C2CCCC2)cc1	1599	-5	4	.	101	3	4.5	12	6	-2	7
O=C(NC1CCCCC1)C(c1cccs1)N(Cc1cccs1)C(=O)c1ccco1 (stereo not drawn)	1561	-8	-9	.	110	-18	3.3	0	5	-2	-8
O=c1cc(N2CCCCC2)c(-c2ccccc2)nn1Cc1ccccc1Cl	1499	0	-8	.	108	1	3.5	-7	1	5	.
COc1ccc(-c2oc3ccccc3c(=O)c2OCC(=O)O)cc1	1615	1	13	1.8	93	2	6.0	6	-3	-2	-5
Cc1ccc(-n2c(C)c([N+](=O)[O-])c3ccc(O)c(CN(C)C)c32)cc1	1506	15	11	-5.3*	96	3	-0.3	8	0	9	.
CC1CCCN(C(=S)Nc2ccc3nc4n(c(=O)c3c2)CCCCC4)C1 (stereo not drawn)	1497	-1	9	-0.062	92	1	-0.7	0	13	11	8
CCOC(=O)C1=C(CN2CCCCCC2)NC(=O)NC1c1cccc([N+](=O)[O-])c1 (stereo not drawn)	1722	14	-4	-1	107	9	1.3	7	2	2	-1
O=C(CCCCCn1c(=S)[nH]c2cc3c(cc2c1=O)OCO3)N1CCN(Cc2ccccc2)CC1	1588	12	13	.	92	11	0.9	5	-9	6	.
O=C(Nc1cccc([N+](=O)[O-])c1)Nc1cccc([N+](=O)[O-])c1	1812	17	28	0.49	80	8	2.9	9	-12	11	-19
CCC(C)[C@H](NC(=O)Nc1ccc(C(C)=O)cc1)C(=O)OC (stereo partly drawn)	1664	1	0	.	103	4	1.0	-3	-3	-8	8
O=C(COC(=O)c1ccccc1OCc1ccc(Cl)cc1)NC1CC1	1452	-6	0	.	104	6	2.1	-4	6	-5	.
[O-][n+]1c2c(c3c4non(O)c4ccc31)CCCC2	1564	3	5	.	97	12	4.3	4	-8	3	.
CCCCCc1ccc(-c2ccc(=O)[nH]n2)cc1	1550	12	6	-0.31	101	13	2.0	2	3	-4	.
Cc1ccc(NC(=O)Cn2cccc2C2=NC(c3ccccc3)CO2)c(C)c1 (stereo not drawn)	1561	4	-5	-0.74	102	4	0.9	4	-20	5	6
Cc1cc(C)c[n+](-c2[nH]c(=O)sc2/C=N/NC([S-])=Nc2ccccc2)c1	1609	3	4	.	98	0	5.1	1	-3	-3	-2
Fc1cccc(Cl)c1Cn1nnc2c(N3CCC4(CC3)OCCO4)ncnc21	1590	5	-1	-0.99	99	-3	2.4	0	-15	-5	.
Cc1cccc(N(CC(=O)NCCC2=CCCCC2)S(C)(=O)=O)c1C	1515	1	4	.	97	5	0.8	2	-5	2	.
Cc1ccccc1OCc1nc(-c2ccc(NC(=O)c3ccco3)cc2)no1	1623	-2	14	0.12	91	-5	2.7	2	9	-18	.
Nc1ccc(C(=O)Nc2nc3ccccc3s2)cc1	1698	8	51*	.	62	6	-0.2	9	0	-28	.
CC(C)c1ccc(CNc2ccc([N+](=O)[O-])cn2)cc1	1500	-9	1	-0.38	109	1	1.6	6	-9	-43	10
O=C(CNC1CCCCCC1)Nc1ccc(S(=O)(=O)NC2CC2)cc1	1445	-6	9	.	96	4	-1.1	0	-9	-2	1
Cc1nnc(-c2ccc(Oc3ccc(Cl)cc3)c([N+](=O)[O-])c2)o1	1469	2	14	0.03	92	5	3.1	8	0	23	25
Cc1ccccc1OCC(O)CN1CCC(C)CC1 (stereo not drawn)	1482	1	-4	-0.24	112	3	5.2	-4	-13	0	-11
COC(=O)c1sccc1NC(=O)Cn1cnc2c1c(=O)n(C)c(=O)n2C	1856	6	3	.	101	5	2.7	-2	1	2	-23
CCN(CC)S(=O)(=O)c1ccc(NC2CCCc3ccccc32)nc1 (stereo not drawn)	1494	7	-12	-0.31	113	7	1.4	-8	6	3	.
O=C(O)/C=C\C(=O)Nc1ccccc1C(=O)NC1CCCCC1	1596	3	2	.	101	5	1.2	0	9	-15	-26
CCCSc1nc2[nH]ncc2c(=O)[nH]1	1497	3	1	0.015	98	3	1.6	-2	3	9	2
O=C1c2ccccc2C(Nc2ccc(S(=O)(=O)N3CCCCC3)cc2)N1c1ccccn1 (stereo not drawn)	1615	8	-16	.	117	6	.	7	-8	-3	-4
COC(=O)c1ccc(C(=O)Nc2cc(Cl)ccc2Cl)cc1NC(=O)c1ccc(N(C)C)cc1	1451	-2	8	.	99	-2	4.9	1	-3	-4	.
O=C(Nc1ccc2c(c1)OCO2)N1CCCC1	1508	-4	16	-0.0028	96	4	-0.5	-7	4	-12	3
COc1ccc(-c2cc(C(=O)Nc3ccccc3SC)no2)cc1OC	1690	1	21	0.4	86	1	8.7*	6	-11	3	-48
COc1ccc(/C=C2/C(=O)OCc3cc(OC)c(OC)cc32)cc1	1666	10	12	2.6*	91	3	6.2	10	-9	3	-1
Cc1ccc2ncc([N+](=O)[O-])n2c1	1712	2	12	.	95	-2	0.1	-2	-2	-4	.
COCCN(Cc1cc2cc(C)c(C)cc2nc1Cl)C(=O)Nc1ccccc1	1654	9	7	.	99	9	0.0	7	-5	-4	.
O=C(O)CCC1(C(=O)O)OCCc2ccccc21 (stereo not drawn)	1620	-5	1	0.62	102	-4	0.7	2	-16	-2	-4
O=C(O)CSCC(=O)NCc1cccc(C(F)(F)F)c1	1416	-4	3	0.54	99	1	1.1	-1	1	-6	-14
CCN(CC)S(=O)(=O)c1ccc(N/N=C/c2ccc(O)cc2O)nc1	1392	3	14	0.097	87	10	1.6	5	-5	9	-3
Cn1c(Cn2c(=O)sc3ccccc32)nnc1SCC(=O)N1CCc2ccccc21	1531	-1	3	.	97	4	2.5	9	0	12	-6
CC(=O)c1ccc(N2CCN(C(=O)c3cc(-c4cccnc4)nc4ccc(Br)cc34)CC2)cc1	1748	1	4	0.0011	101	7	4.5	5	2	-1	7
CCOC(=O)CSC1=Nc2ccccc2C2=NC(CC(=O)NCc3cccs3)C(=O)N12 (stereo not drawn)	1638	0	11	.	93	8	5.9	-2	2	7	-1
O=C1OC(Nc2nccs2)c2ccccc21 (stereo not drawn)	1571	-3	4	-0.21	103	3	.	5	-14	1	-5
CC(CCc1ccccc1)NC(=O)COC(=O)c1cc(NS(=O)(=O)c2ccc(Cl)c([N+](=O)[O-])c2)ccc1O (stereo not drawn)	1401	-2	-1	0.056	109	-1	6.3	-6	3	4	-5
CCCNC(=O)COC(=O)c1ccc(-c2ccccc2)cc1	1597	-1	-1	-0.33	102	-2	1.6	4	-5	-8	-3
O=C1S/C(=C\c2ccccc2)C(=O)N1CC(O)Cn1c2ccccc2c2ccccc21 (stereo not drawn)	1533	-2	-8	.	102	-4	2.1	-8	6	3	-6
NC(=O)c1c(NC(=O)c2ccco2)sc2c1CCC2	1293	7	-24	0.077	117	4	2.5	-1	0	-54	.
CCN(CC)C(=O)CN(Cc1ccccc1)S(=O)(=O)c1ccc(F)cc1	1596	6	12	-0.37	92	0	1.6	11	-8	3	6
CCOC(=O)CCCNC(=O)c1cncc(Br)c1	1710	-2	-3	0.44	105	0	1.2	-5	-13	-3	.
Cc1nn(Cc2c(Cl)cccc2Cl)c(C)c1NC(=O)c1cn(-c2ccccc2)nc1-c1ccccc1	1521	-2	3	-0.57	101	0	7.5	8	-2	9	.
O=[N+]([O-])c1ccc(-c2cn(-c3ccc(Cl)cc3)c(=S)[nH]2)cc1	1606	7	5	.	96	7	4.5	0	-8	-11	-1
O=c1sc2ccccc2c(N2CCCCC2)c1[N+](=O)[O-]	1546	3	2	0.19	102	4	1.6	6	1	-3	-16
N#Cc1nc(-c2cccc3ccccc23)oc1N1CCCCC1	1720	5	-8	.	111	-7	1.9	-8	0	-12	-3
N#Cc1ccsc1NC(=O)c1ccccn1	1488	-13	20	0.35	87	-2	0.1	-2	-8	-4	.
O=C1C2C3c4ccccc4C(c4ccccc43)[C@@H]2C(=O)N1c1cccnc1 (stereo partly drawn)	1558	4	-14	.	107	1	3.0	12	-5	1	3
O=C(c1ccccc1)N1CCN2C(=O)c3ccccc3C12c1ccc(Cl)cc1 (stereo not drawn)	1355	-3	-376	-0.13	418*	-2	1.2	3	-8	27	.
CSc1nc2c(cnn2-c2ccccc2)c(=O)n1N	1472	0	21	-0.38	85	-2	1.1	-6	-14	-29	-7

Sorted by the number under PPARg SRC1 recr (lowest first): some entries from above.
canonical_smiles,PPARg SRC2 recr,ROMK mod,STAT3 act,PPARg SRC3 recr,RAM inhibit,PPARg SRC1 recr,TLR4 MyD88 comp,STAT1 inh,S1P3 antag
N#Cc1ccsc1NC(=O)c1ccccn1,-13,0.35,87,-2,0.1,-2,-8,-4,.
COc1ccc(-c2oc3ccccc3c(=O)c2OCC(=O)O)cc1,1,1.8,93,2,6.0,6,-3,-2,-5
CCN(CC)C(=O)CN(Cc1ccccc1)S(=O)(=O)c1ccc(F)cc1,6,-0.37,92,0,1.6,11,-8,3,6

(continued)
SMILES	TR-FRET SRC-2 ct	PPARg SRC2 recr	STAT3 blocker	ROMK mod	STAT3 act	PPARg SRC3 recr	RAM inhibit	PPARg SRC1 recr	TLR4 MyD88 comp	STAT1 inh	S1P3 antag
Cc1ccc(NC(=O)CSc2nnc(Cn3c(=O)sc4ccccc43)n2C)cc1Cl	1469	-1	-13	.	110	0	2.2	-2	-7	-4	-19
CCN(CC)C(=O)CSc1nc2sc3c(c2c(=O)n1-c1ccc(C)cc1)CC(C)(C)SC3	1510	-3	0	1.3	106	14	3.4	-6	-2	8	.
Cc1cc(C)nc(NC(=NCCc2c[nH]c3ccccc23)NC(=O)c2ccco2)n1	1583	0	37	-0.64	75	3	9.8*	0	-4	5	11
COc1ccc2c(c1)C(C)=CC(C)(C)N2C(=O)CSc1nnc(-c2ccc(C)cc2)o1	1489	11	5	.	99	2	1.9	8	2	2	-10
